Bioassay records (PubChem BioAssay)
APJ antag: antagonists of human APJ apelin receptor. P35414. CHO-K1 APJ beta-arrestin complementation, luminescence. inhibition, % at 20 µM. 330,000 tested, 0.32% active. AID 2521;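 active = inhibition above about 40% at 20 µM, limit read from the data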;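 note: cells challenged with 10 nM apelin-13 agonist together with compound; plate controls were apelin-13 plus DMSO wells for no effect and DMSO wells lacking apelin-13 for full effect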
Target sequence (P35414 whole entry, looked up): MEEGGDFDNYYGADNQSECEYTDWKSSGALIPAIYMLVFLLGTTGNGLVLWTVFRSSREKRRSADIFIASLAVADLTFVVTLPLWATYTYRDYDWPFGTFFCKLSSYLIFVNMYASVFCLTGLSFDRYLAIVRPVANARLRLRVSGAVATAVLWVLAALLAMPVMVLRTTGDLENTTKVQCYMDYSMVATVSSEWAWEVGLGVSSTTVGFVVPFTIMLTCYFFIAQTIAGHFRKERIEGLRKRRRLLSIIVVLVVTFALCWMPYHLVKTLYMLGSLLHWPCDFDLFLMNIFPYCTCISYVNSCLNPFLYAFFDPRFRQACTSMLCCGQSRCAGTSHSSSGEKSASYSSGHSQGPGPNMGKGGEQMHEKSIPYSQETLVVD
beta cell repl: induces beta-cell replication in MIN6 cells; MIN6 cells proliferation, ATPlite luminescence, 48 h; cells starved in 0.2% serum; 100% = growth in 10% serum; 330,000 tested, 0.29% active; proliferation, % at 10 µM;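 active = compounds whose signal lies at least 3.5 SD above the mean of all wells on their plate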;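 note: 0% = DMSO-treated cells in low-serum medium and 100% = 10% serum control; some compounds called inactive have numbers as strong as hits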
NALP3 yeast inh: NALP3 inhibition in yeast | Yeast reconstituted NLRP3/ASC/caspase-1, beta-gal luminescence, 24 h | inhibition, % at 10 µM | 330,000 tested, 0.39% active | AID 2825;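 active = inhibition of 50% or more; inactive = inhibition below 50%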;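 note: plate controls were induced DMSO wells for no effect and uninduced yeast grown without galactose for full effect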
MPTP block: permeability transition pore inhibition. AID 602449. inhibition, % at 10 µM. isolated mouse mitochondria, Ca2+ swelling absorbance, 30 min. 360,000 tested, 1.4% active;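 active = inhibition of 50% or more, scaled per plate between neutral and stimulator controls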;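 note: 0% = DMSO wells given calcium and 100% = 1 mM EGTA wells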
NR3A LBD binder: modulators (binders) of human NR3A ligand-binding domain. 340,000 tested, 2.5% active. Tm shift relative to glycine control, % at 25 µM. AID 1259313. NR3A LBD differential scanning fluorimetry, Tm shift; 0% = protein alone, 100% = glycine-bound protein;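 active = melting temperature shift of at least 10% of the positive control shift, at one fixed dose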
APJ ag: activates the human apelin receptor APJ. P35414. 330,000 tested, 0.11% active. AID 2520. CHO-K1 APJ PathHunter beta-arrestin, luminescence; 0% DMSO wells, 100% apelin. activation, % at 20 µM;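 active = activation more than six SD over the plate average, tested at 20 µM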;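 note: 0% = DMSO alone and 100% = apelin-13 at 10 nM; some results filed as inactive read as strong as hits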
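Material: CHO-K1 APJ beta-arrestin complementation cell line; Input: cell density 1000 per well; Incubation: compound stimulation 90 min at 25 °C, detection 60 min; Signal: luminescence from split beta-galactosidase complementation, Galacton Star/Emerald II substrate; Controls: DMSO-only wells as negative, 10 nM Apelin-13 as positive control.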
tim10-1 inh: growth inhibitors of tim10-1 mutant yeast; S. cerevisiae tim10-1 ts strain growth, BacTiter-Glo, 24 h; inhibition, % at 20 µM; 330,000 tested, 2.2% active;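 active = inhibition of at least 40%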;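 note: mutant grown at 25 °C; 0% = DMSO wells with yeast and 100% = wells holding no yeast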
TIM10 inh: TIM10 yeast growth inhibition; S. cerevisiae TIM10 strain growth, BacTiter-Glo luminescence, 24 h; inhibition, % at 10 µM; 330,000 tested, 1.4% active; AID 463195;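 active = inhibition of 40% or more at the single tested concentration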;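 note: wild-type TIM10 isogenic control strain grown at permissive 25 °C; 0% = DMSO yeast wells and 100% = minimal medium wells without yeast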
tim23-1 inh: growth inhibitors of tim23-1 mutant yeast; S. cerevisiae tim23-1 growth, BacTiter-Glo luminescence, 24 h; inhibition, % at 20 µM; 330,000 tested, 1.3% active;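 active = growth inhibition of the mutant yeast at or above 50%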;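 note: temperature-sensitive mutant grown at 25 °C; plate controls were DMSO-treated mutant yeast for no effect and medium wells lacking yeast for full effect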
An asterisk follows results filed as active.

entry | SMILES | APJ antag | beta cell repl | NALP3 yeast inh | MPTP block | NR3A LBD binder
1 | Nc1c(C=C2C=CC(=O)C=C2)c(=O)nc2sc(CC(=O)N3CCOCC3)nn12 | -3 | -1 | 7 | -0.5 | -2
2 | O=C(COC(=O)Cc1ccc(Cl)cc1)Nc1c(F)cccc1F | 7 | -3 | -9 | 0.0 | 0
3 | O=C(NCCCN1CCCCC1)c1ccc2c(c1)NC(=O)C(N1CCCCC1)S2 (centres undefined) | -3 | -2 | 15 | 0.1 | 2
4 | COc1ccc(Sc2nnc(Cc3ccccc3)c3ccccc23)cc1 | 6 | -6 | 9 | -0.6 | 0
5 | Cc1ccc(-n2c(SCC(=O)N(C)C)nnc2-c2ccco2)cc1 | 9 | 1 | 9 | -1.2 | 4
6 | COc1ccc(N(CC(=O)NCc2ccc(F)cc2)C(=O)c2snc(C(N)=O)c2N)cc1 | 0 | -2 | 14 | 0.1 | -1
7 | COCCn1c(C)cc(C(=O)CSc2nnc(C)s2)c1C | 0 | -4 | 8 | -4.0 | 3
8 | COC(=O)c1c(C(=O)OC)c(-c2ccc(OC)cc2)n2c1CCC2 | 13 | 0 | 16 | 0.0 | 1
9 | Cc1c(NC(=O)COC(=O)/C=C/c2ccccc2Br)c(=O)n(-c2ccccc2)n1C | -5 | 1 | 6 | -0.5 | 0
10 | Cc1ccc(S(=O)(=O)N2[C@@H](c3ccc(Cl)cc3)C(C(=O)O)=CC[C@H]2c2cccc(C)c2)cc1 | -38 | -5 | 8 | 1.9 | -12

entry | APJ ag | tim10-1 inh | TIM10 inh | tim23-1 inh
1 | 4 | 0 | 15 | 16
2 | -4 | 17 | -25 | 11
3 | -4 | 2 | 2 | 4
4 | -4 | 31 | 28 | 23
5 | -2 | 10 | 17 | 3
6 | 1 | -5 | 2 | -11
7 | -1 | 9 | 20 | 1
8 | -4 | 20 | 4 | 20
9 | 0 | -8 | 3 | 0
10 | -6 | 23 | 12 | 25

Look-ups from the list:
APJ antag, compound 10 reads -38
APJ ag, compound 6 reads 1

Remaining list, next part
entry | SMILES | APJ antag | beta cell repl | NALP3 yeast inh | MPTP block | NR3A LBD binder
11 | CCOc1ccc(N(C(=O)c2snc(C(N)=O)c2N)C(C)C(=O)NC2CCCCC2)cc1 (centres undefined) | 10 | 0 | 22 | 1.3 | 0
12 | Cc1cc(C)cc(NC(=O)c2cccc(N3C(=O)C4C5C=CC(C5)C4C3=O)c2)c1 (centres undefined) | 17 | -3 | 8 | -0.6 | -1
13 | CC(=O)Nc1ccc(NC(=O)/C=C/c2cccc(C(F)(F)F)c2)cc1 | 1 | 0 | 12 | 2.2 | 18*
14 | O=S(=O)(NC1=NCCC1)c1cccc(NC(=S)NCCc2ccccc2)c1 | 2 | 3 | -3 | 1.6 | 7
15 | COc1nc(OC)nc(N2CCC(C(=O)NCc3ccc(F)cc3)CC2)n1 | -10 | -1 | 13 | 0.2 | -1
16 | COC1CCCN(Cc2c(C(=O)N3CCc4ccccc4C3)nc3ccc(Cl)cn23)C1 (centres undefined) | -3 | -4 | -1 | -0.7 | 0
17 | CCN1C(=O)/C(=C/C=C2/Sc3ccccc3N2CCO)SC1=S | 28 | 1 | 12 | 18 | 2
18 | Cc1c(C(=O)O)sc2nc(/C=C/c3cccc(F)c3)[nH]c(=O)c12 | 0 | -5 | 12 | 0.4 | 1
19 | CC1CCC(=NNC(=O)c2ccccc2-n2cccc2)CC1 (centres undefined) | 2 | 1 | 0 | -0.3 | -1
20 | CCn1c(SCC(=O)NCc2ccco2)nnc1-c1ccc(N)cc1 | 17 | 1 | 7 | -0.2 | -1

entry | APJ ag | tim10-1 inh | TIM10 inh | tim23-1 inh
11 | -2 | 28 | 7 | 26
12 | 4 | -18 | -4 | -2
13 | -1 | 17 | 13 | 5
14 | -4 | 11 | 9 | 4
15 | -3 | 5 | -2 | -4
16 | -2 | -9 | 1 | 20
17 | -3 | 13 | 18 | 7
18 | -1 | 27 | -1 | 14
19 | -2 | 10 | 4 | 8
20 | -3 | 4 | 2 | 8

Remaining list, next part
entry | SMILES | APJ antag | beta cell repl | NALP3 yeast inh | MPTP block | NR3A LBD binder
21 | CCc1ccc(NC(=O)CSc2nc3cc(C(=O)OC)ccc3c(=O)n2Cc2ccco2)cc1 | -4 | -3 | 2 | 0.2 | 0
22 | O=C(O)COn1c(-c2ccccc2)nc2ccc([N+](=O)[O-])cc21 | -5 | -4 | 18 | 20 | 3
23 | CCC(C(=O)Nc1ccc2c(c1)OCCO2)n1c(=O)[nH]c2ccccc2c1=O (centres undefined) | 2 | 0 | 7 | 0.6 | -2
24 | Cc1cccc(NC(=S)N2CCN(S(=O)(=O)c3ccccc3)CC2)c1 | 7 | -2 | 15 | -1.2 | 0
25 | Nc1ccccc1C(=O)N1CCc2ccccc21 | -5 | -4 | 28 | 2.7 | 2
26 | Cc1onc(-c2ccccc2)c1C(=O)NNC(=S)NC(=O)c1ccc(Cl)cc1Cl | 16 | -5 | 34 | 104* | -8
27 | Cc1ccc(Cn2c(N/N=C/c3ccncc3)nc3c2c(=O)n(C)c(=O)n3C)cc1 | 6 | -4 | 23 | 2.4 | 2
28 | O=C(COC(=O)c1ccccc1[N+](=O)[O-])c1ccc2c(c1)OCO2 | 6 | -6 | 16 | -1.6 | 0
29 | CCc1noc(C)c1C(=O)Nc1nnc(C(CC)CC)s1 | -2 | -5 | 18 | 0.5 | 0
30 | CCCCC#Cc1cncc(C(=O)N/N=C/c2cccc(OC)c2)c1 | -17 | -2 | 19 | 20 | -2

entry | APJ ag | tim10-1 inh | TIM10 inh | tim23-1 inh
21 | -3 | 5 | -2 | -20
22 | -1 | -4 | -1 | 11
23 | 1 | -13 | 3 | -3
24 | -4 | -9 | -1 | 5
25 | -2 | 22 | 2 | 10
26 | -1 | 13 | 29 | -1
27 | -1 | 2 | 0 | 0
28 | -4 | 11 | 11 | 27
29 | -5 | 0 | -3 | 18
30 | -1 | 8 | 26 | 34

Rewritten in transposed form: nine of the compounds above
22	O=C(O)COn1c(-c2ccccc2)nc2ccc([N+](=O)[O-])cc21
23	CCC(C(=O)Nc1ccc2c(c1)OCCO2)n1c(=O)[nH]c2ccccc2c1=O (centres undefined)
24	Cc1cccc(NC(=S)N2CCN(S(=O)(=O)c3ccccc3)CC2)c1
25	Nc1ccccc1C(=O)N1CCc2ccccc21
26	Cc1onc(-c2ccccc2)c1C(=O)NNC(=S)NC(=O)c1ccc(Cl)cc1Cl
27	Cc1ccc(Cn2c(N/N=C/c3ccncc3)nc3c2c(=O)n(C)c(=O)n3C)cc1
28	O=C(COC(=O)c1ccccc1[N+](=O)[O-])c1ccc2c(c1)OCO2
Compound,22,23,24,25,26,27,28
APJ antag,-5,2,7,-5,16,6,6
beta cell repl,-4,0,-2,-4,-5,-4,-6
NALP3 yeast inh,18,7,15,28,34,23,16
MPTP block,20,0.6,-1.2,2.7,104*,2.4,-1.6
NR3A LBD binder,3,-2,0,2,-8,2,0
APJ ag,-1,1,-4,-2,-1,-1,-4
tim10-1 inh,-4,-13,-9,22,13,2,11
TIM10 inh,-1,3,-1,2,29,0,11
tim23-1 inh,11,-3,5,10,-1,0,27

29	CCc1noc(C)c1C(=O)Nc1nnc(C(CC)CC)s1
30	CCCCC#Cc1cncc(C(=O)N/N=C/c2cccc(OC)c2)c1
Compound,29,30
APJ antag,-2,-17
beta cell repl,-5,-2
NALP3 yeast inh,18,19
MPTP block,0.5,20
NR3A LBD binder,0,-2
APJ ag,-5,-1
tim10-1 inh,0,8
TIM10 inh,-3,26
tim23-1 inh,18,34

Next section.
entry | SMILES | APJ antag | beta cell repl | NALP3 yeast inh | MPTP block | NR3A LBD binder
31 | COCCNCc1ccccc1[N+](=O)[O-] | 10 | -1 | 14 | -0.9 | -1
32 | C/C(=N\NC(=O)c1ccc2c(c1)OCO2)c1ccco1 | 5 | -6 | -4 | 0.1 | 3
33 | CC(C)(C)c1ccc(OC(=O)c2ccc3snnc3c2)cc1 | 8 | -2 | 1 | 1.4 | -7
34 | COc1cc2sc3ccc(-c4ccc5[nH]ccc5c4)cc3c(=O)c2cc1OC | -35 | -9 | 7 | 0.1 | -4
35 | CC1=C(C(=O)OC(C)C)C(c2cccnc2)C2=C(CCCC2=O)N1 (centres undefined) | -16 | -5 | -2 | -0.1 | -2
36 | Cc1cc(Cl)ccc1OCC(=O)NCCOC(=O)Nc1sc(=S)n(C)c1C | -2 | 0 | 5 | 4.9 | 2
37 | Cc1cc(S(=O)(=O)Nc2c(C)ccc3nsnc23)ccc1F | 4 | 2 | -6 | -2.6 | 2
38 | Cc1ccccc1N1C(=O)CN(Cc2sccc2C)C1=S | 3 | 0 | 15 | 1.2 | 1
39 | Cc1ccc(S(=O)(=O)N2CCCN(c3nccc(C(F)(F)F)n3)CC2)cc1 | 10 | -2 | 4 | 3.3 | 7
40 | CCCCNC(=O)N1CCC(CCC(=O)N(C)Cc2ccccc2)CC1 | 1 | -3 | 25 | -0.2 | -2

entry | APJ ag | tim10-1 inh | TIM10 inh | tim23-1 inh
31 | 3 | 0 | 0 | 12
32 | 2 | 1 | 17 | 25
33 | 0 | 2 | 6 | -3
34 | 2 | 17 | -2 | 5
35 | 2 | 3 | -11 | 8
36 | 0 | 12 | 12 | -6
37 | -2 | 36 | 14 | 26
38 | -3 | 31 | 25 | 46
39 | -6 | 18 | -9 | 38
40 | -3 | -9 | -6 | 2

New compounds follow.
entry | SMILES | APJ antag | beta cell repl | NALP3 yeast inh | MPTP block | NR3A LBD binder
41 | Cc1oc(-c2ccccc2)nc1C(=O)OCC(=O)NC(C)c1ccccc1 (centres undefined) | 0 | -4 | 2 | -1.4 | 1
42 | COC1C(C)=C(C)C(=O)N1Cc1ccccc1 (centres undefined) | -8 | 2 | 1 | -0.8 | 0
43 | CCCn1c(Nc2ccccc2C)nc2ccccc21 | 20 | 2 | 8 | 1.7 | 1
44 | COc1ccc(CC(=O)OCc2nnc(C3COc4ccccc4O3)o2)cc1OC (centres undefined) | -9 | 0 | 14 | -0.2 | -2
45 | Cc1ccc2c(CC(=O)NCC(C)(C)N3CCOCC3)coc2c1 | -15 | -1 | 9 | 3.5 | -1
46 | O=C(NCc1ccncc1)C1CCCCC1 | -4 | 2 | 0 | -0.5 | 0
47 | CCOC(=O)c1ccc(N=Nc2c(C)c(C#N)c(O)[nH]c2=O)cc1 | 25 | -2 | 17 | 13 | 7
48 | CCCOc1ccc(OCCN2CCCC(C)C2)cc1 (centres undefined) | 19 | -2 | 10 | 1.1 | -4
49 | CCCc1ccc(Oc2c(-c3ccc(O)c(C)c3O)n[nH]c2C)cc1 | -8 | -6 | 23 | 9.8 | 10

entry | APJ ag | tim10-1 inh | TIM10 inh | tim23-1 inh
41 | -3 | 37 | 1 | 43
42 | -1 | 5 | -6 | 9
43 | -8 | 15 | 8 | 9
44 | -8 | 19 | 14 | 16
45 | 0 | -6 | -5 | 8
46 | 2 | 7 | -5 | 1
47 | -5 | 0 | 0 | 10
48 | -3 | -16 | -13 | -22
49 | -1 | -81 | 63* | -297
